LDHA inh – qHTS assay for inhibitors of human lactate dehydrogenase | L-lactate dehydrogenase A chain (Homo sapiens), P00338 | hit rate 0.15% among 480,000 | activity change, % (values are at about 110 or 230 µM) | purified LDHA, NADH/diaphorase-resazurin fluorescence; active compounds read low; in the data active = activity change below about -30%; inconclusive = mostly about -25% to -30%;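 note: plate controls were DMSO wells for no effect and wells without enzyme for full effect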
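Remaining NADH was detected by diaphorase (0.133 mg/mL) converting 37 µM resazurin to fluorescent resorufin, read at 0 and 20 minutes. The preceding 5-minute room-temperature reaction used 2 nM LDHA, 0.2 mM sodium pyruvate and 0.06 mM NADH at pH 7.4.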
GRP78 ERSR act – qHTS for Inducers of the Endoplasmic Reticulum Stress Response (ERSR) in Human Glioma: qHTS; U87-MG GRP78 promoter luciferase reporter, 16 h; Potency, µM, for inactives: at the highest dose activation, usual class: activators; hit rate 0.02% among 420,000; AID 602332, 2012; note: potency is the fitted concentration of half-maximal effect; series mostly up to about 76 µM; % of control where 0% means no effect; nearly all actives have a fitted effect of over 35% in size
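ERSR induction read as luciferase luminescence (Bright-Glo, 10 min at room temperature) in stably transfected human U87-MG glioma cells exposed to compounds for 16 h, using GRP78 as sensor.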
Vif-APOBEC3F blk – qHTS for Inhibitors of Vif-A3F Interactions: qHTS. HeLa A3F-eYFP + Vif (tagged APOBEC3F with the HIV-1 protein that degrades it), YFP fluorescence increase. Potency, µM (top dose mostly 46.1 µM), inactives show at the highest dose activity, negative = active. hit rate 0.2% among 390,000; note: potency is the fitted concentration of half-maximal effect; % of control where 0% means no effect; nearly all actives have a fitted effect of over 65% in size
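HeLa cells stably expressing Vif plus C-terminally eYFP-tagged A3F were seeded, incubated overnight at 37 deg C, dosed with compound, incubated overnight again at 37 deg C. Yellow fluorescence (Ex 488/Em 500-530) reported blocked Vif-mediated A3F-eYFP degradation.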
USP1 inh – Inhibitors of USP1/UAF1: Primary Screen | Ubiquitin carboxyl-terminal hydrolase 1 (Homo sapiens), O94782 | recombinant USP1/UAF1, Ub-Rhodamine cleavage fluorescence | Potency, µM (series often up to 57.1 µM), for the others: top-dose activity change, negative = inhibition, hits mostly inhibitors | hit rate 0.23% among 390,000 | AID 743255, 2014; note: potency is the fitted concentration of half-maximal effect; % is set by controls: 0 for no effect and ±100 for the full control effect; nearly all actives have a fitted effect of over 60% in size; inactives centre near -12
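High-throughput fluorogenic screen: 1nM USP1/UAF1 complex, Ub-Rho substrate 150nM final, 50mM HEPES pH 7.8 with 0.5mM EDTA, 0.1 mg/ml BSA, 1mM TCEP and 0.01% Tween-20.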
RXFP1 ag – qHTS Assay for Agonists of the Relaxin Receptor RXFP1; Potency, µM (top dose mostly 57.5 µM), for the others: at the top dose activation, most hits filed as activators; Relaxin receptor 1 (Homo sapiens), Q9HBX9; hit rate 0.3% among 370,000; HEK293T-RXFP1 cAMP TR-FRET, 30 min; response scale: percent of porcine relaxin response, buffer zero; note: potency is the fitted concentration of half-maximal effect; % is set by controls: 0 for no effect and ±100 for the full control effect; nearly all actives have a fitted effect of over 60% in size; many of its hits are not listed in these tables
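cAMP rise read by TR-FRET after 30 min, 37C compound exposure (up to 58 uM) in RXFP1-transfected HEK293 cells with Ro 20174 present. EC50 from Hill-equation fits, with 29 nM porcine relaxin as 100% and buffer as basal.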
TrxR1 substrate – qHTS Assay for Substrates of Mammalian Selenoprotein Thioredoxin Reductase 1 (TrxR1): qHTS; purified TrxR1 substrate turnover, NADPH consumption readout; Thioredoxin reductase 1, cytoplasmic (Rattus norvegicus), O89049; Potency, µM (doses to about 114 µM), for the others: at the top dose activity change, negative = substrate turnover; hit rate 0.01% among 390,000; note: potency is the fitted concentration of half-maximal effect; % is set by controls: 0 for no effect and ±100 for the full control effect; nearly all actives have a fitted effect of over 50% in size
Target sequence (O89049 whole entry, looked up): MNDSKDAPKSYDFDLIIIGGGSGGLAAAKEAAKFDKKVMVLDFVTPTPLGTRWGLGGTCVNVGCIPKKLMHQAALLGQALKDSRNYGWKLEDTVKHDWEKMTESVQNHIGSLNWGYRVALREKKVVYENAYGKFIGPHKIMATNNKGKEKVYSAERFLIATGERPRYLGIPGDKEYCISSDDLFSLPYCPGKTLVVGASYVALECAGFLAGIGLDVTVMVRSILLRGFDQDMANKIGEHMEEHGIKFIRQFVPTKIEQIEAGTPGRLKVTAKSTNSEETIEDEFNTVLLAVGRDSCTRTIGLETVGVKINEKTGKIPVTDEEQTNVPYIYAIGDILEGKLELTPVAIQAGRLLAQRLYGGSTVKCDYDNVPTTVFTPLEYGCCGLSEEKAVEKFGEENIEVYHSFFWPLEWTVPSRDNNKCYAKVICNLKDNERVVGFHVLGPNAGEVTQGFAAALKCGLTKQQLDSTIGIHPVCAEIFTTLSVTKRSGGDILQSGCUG
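Rat TrxR1, dispensed at 90 nM, was prereduced with 400 uM NADPH (final) for 5 min at ~22 deg C, then incubated with compound 15 min before 400 uM selenite. A first-read NADPH fluorescence drop versus no-compound background flagged substrates.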
IDH1 R132H inh – qHTS for Inhibitors of mutant isocitrate dehydrogenase 1 (IDH1): qHTS | Isocitrate dehydrogenase [NADP] cytoplasmic (Homo sapiens), O75874 | IDH1-R132H enzyme, NADPH consumption, diaphorase/resazurin fluorescence | Potency, µM (titrated, usually from 76.6 µM), without a hit: top-dose activity change, negative = inhibition, most hits filed as inhibitors | hit rate 0.093% among 390,000 | AID 602179, 2012; note: potency is the fitted concentration of half-maximal effect; % is set by controls: 0 for no effect and ±100 for the full control effect; nearly all actives have a fitted effect of over 65% in size
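IDH1-R132H (0.5 ug/mL dispensed) in pH 7.5 Tris buffer was preincubated 30 min with compound, then given a substrate mix of 0.016 mM NADPH and 2 mM alpha-KG for 80 min at room temperature; remaining NADPH was read by diaphorase/resazurin fluorescence.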
Vif-APOBEC3G blk – qHTS for Inhibitors of Vif-A3G Interactions: qHTS; DNA dC->dU-editing enzyme APOBEC-3G (Homo sapiens), Q9HC16; HeLa A3G-eYFP + Vif (tagged APOBEC3G with the HIV-1 protein that degrades it), YFP fluorescence, overnight; Potency, µM (doses to about 46.1 µM), for the others: at the top dose activity, negative = active, actives largely listed as inhibitors; hit rate 0.076% among 410,000; AID 602310, 2012;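 note: potency is the fitted concentration of half-maximal effect; % is set by controls: 0 for no effect and ±100 for the full control effect; nearly all actives have a fitted effect of over 60% in size; hits raise eYFP signal because A3G escapes Vif-driven loss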
Target sequence (Q9HC16 whole entry, looked up): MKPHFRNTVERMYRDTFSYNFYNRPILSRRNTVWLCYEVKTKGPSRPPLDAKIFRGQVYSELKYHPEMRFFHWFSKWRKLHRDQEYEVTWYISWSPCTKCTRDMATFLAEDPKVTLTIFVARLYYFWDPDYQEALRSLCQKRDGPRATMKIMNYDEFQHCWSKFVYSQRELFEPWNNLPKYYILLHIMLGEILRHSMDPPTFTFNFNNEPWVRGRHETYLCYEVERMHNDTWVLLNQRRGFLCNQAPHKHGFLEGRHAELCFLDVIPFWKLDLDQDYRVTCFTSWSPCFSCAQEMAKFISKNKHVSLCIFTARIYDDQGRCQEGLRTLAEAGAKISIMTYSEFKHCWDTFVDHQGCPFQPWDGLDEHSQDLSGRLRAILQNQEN
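Read-out is eYFP fluorescence (Ex 488/Em 500-530) from Vif-expressing HeLa A3G-eYFP cells; more signal means A3G escaped Vif-mediated degradation. Cells plated overnight, compound pinned in, incubated overnight at 37 deg C.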
PI4K2A inh – qHTS for small molecular inhibitors of PI4K2A; Phosphatidylinositol 4-kinase type 2-alpha (Homo sapiens), Q9BTU6; purified PI4K2A, ADP-Glo luminescence, 1 h; active compounds read low; activity change, negative = inhibition, % at 76.9 µM; hit rate 0.13% among 420,000; AID 1346378, 2018; in the data active = activity change below about -50%; inconclusive = mostly about -30% to -49%;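 note: -100% = wells without enzyme as full effect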
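Compounds are screened against recombinant PI4K2A using PI as substrate and ATP, the latter dispensed at 300 microM. Reactions run one hour at ambient temperature before ADP-Glo detection; full inhibition defined by wells lacking enzyme.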
* = called active by the depositor; ? = inconclusive; / = not tested or not shown; [ ] = another dose, or the depositor's remark. Unless noted, calls come from the whole dose curve; as a rule, active = well fitted curve in the direction sought with a large enough effect; inconclusive = small, poorly fitted or top-dose-only effect, or another doubt; inactive = no such curve, though single readings can be large; an effect the other way counts as inactive or inconclusive.

SMILES | LDHA inh | GRP78 ERSR act | Vif-APOBEC3F blk | USP1 inh | RXFP1 ag | TrxR1 substrate | IDH1 R132H inh | Vif-APOBEC3G blk | PI4K2A inh
CS(=O)(=O)c1cnc(-c2ccccc2)nc1-c1ccccc1Cl | 1 | -1% | -3% | -18% | 0.9% | -18%[57.1 µM] | 9% | 0% | -1
O=C(NCc1ccccc1)c1ccc(CS(=O)(=O)c2ccc(Br)cc2)o1 | -1 | -3% | -13% | -25% | 0.3% | 2% | -9% | 3% | -2
O=C(Nc1ccc(F)cc1F)c1ccc2nc(N3CCOCC3)sc2c1 | -2 | -1% | 4% | -17% | 21% | 5% | -7% | 1% | -4
Cc1sc(NC(=O)CCC(=O)O)c(C(N)=O)c1-c1ccccc1 | -1 | -1% | 0% | -20% | 0.1% | -6% | 0% | 1% | 0
Cc1cccc(Nc2nnc(SCC(=O)c3ccc(O)cc3O)s2)c1 | -2 | 5% | 10% | -17% | 0.0% | -10% | 10% | 1% | 1
Cc1ccc(-c2nc(N)n(S(C)(=O)=O)n2)cc1 | -1 | 2% | / | -20% | -0.8% | 4% | 3% | -1% | 3
Cc1ccccc1-n1nc2c(c1NC(=O)c1ccc(Br)o1)CSC2 | -6 | -2% | -12% | -10% | 2.6% | -9% | 2% | 0% | -15
COc1ccc(C(=O)NC2CCc3ccccc32)cc1OC1CCN(C(C)C)CC1 (centres undefined) | 2 | 4% | 1% | -12% | 0.9% | -9% | 5% | -1% | 0
CSC1=C(C#N)C(CC(C)C)C2=C(CCCC2=O)N1 (centres undefined) | -10 | -4% | 5% | -21% | 0.5% | 13%[57.1 µM] | 10% | 2% | -13
Cc1ccc(Cc2c(-c3ccc(C#N)cc3)nc3ccc(Br)cn23)cc1 | 2 | -1% | -6% | -15% | / | / | 11% | -7% | -13
CC(C)(NC(=O)NC(CO)c1ccccc1)c1cccc(C(C)(C)NC(=O)NC(CO)c2ccccc2)c1 (centres undefined) | -18 | -3% | 2% | -28% | -0.7% | 3% | 3% | -1% | -1
CC1CN(CC(O)COc2ccc(C(C)C)cc2)CC(C)O1 (centres undefined) | 12 | -3% | -7% | -5% | -0.2% | -4% | 7% | -6% | -7
O=C(Nc1ccc2nc(-c3ccco3)[nH]c2c1)c1ccco1 | -3 | 6% | 1% | -18% | -1.1% | -7% | 5% | -7% | 2
Cc1nn(Cc2cccc(C(=O)Nc3ccn(Cc4ccccc4F)n3)c2)c(C)c1[N+](=O)[O-] | -3 | -4% | 5% | -14% | 4.4% | 1% | 10% | -5% | -1
COc1cc(/C=N/NC(=O)CNC(=O)c2cccs2)ccc1O | 0 | -1% | -18% | -17% | 0.0% | -11% | 7% | -1% | 2
COc1ccc2[nH]c(CN3CCN(CC=C(C)C)C(CCO)C3)c(C)c2c1 (centres undefined) | -11 | -5% | -4% | -2% | -1.2% | 8% | -2% | 0% | 3
Oc1ccc(Nc2nnc(-c3ccc(O)cc3)c3ccccc23)cc1 | 1 | 4% | 0% | 9% | 1.4% | 1%[57.1 µM] | -2% | -19% | -2
CC1CCCN(CC(O)CN2CCN(CC(O)CN3CCCC(C)C3)C(C)C2)C1 (centres undefined) | -3 | -1% | -2% | 2% | / | -9% | -4% | 0% | 5
CCCCOc1ccc(C(=O)NCCc2sc(-c3cccc(F)c3)nc2C)cc1 | 0 | -3% | -2% | -7% | 0.9% | 10%[57.1 µM] | -4% | 3% | 0
S=c1[nH]ncn1/N=C/c1ccccc1 | 2 | 2% | -6% | -5% | 0.0% | -8% | -1% | -5% | -9
Cc1ccc(OCCCC(=O)Nc2ccc(N3CCOCC3)cc2)cc1 | -4 | -4% | 3% | -23% | -1.6% | 4% | 1% | 1% | -3
COc1ccc(N2CCN(C(=O)Cc3ccc(C)cc3)CC2)cc1 | -3 | 1% | -11% | -22% | 1.8% | 9%[57.1 µM] | 20% | 0% | -3
Cc1ccccc1-n1c(SCC(=O)c2c(N)n(C)c(=O)n(C)c2=O)nc2sc3c(c2c1=O)CCCC3 | 1 | -4% | -8% | 2% | -0.5% | -12% | 4% | 0% | 2
O=C(NC(=S)Nc1ccc2oc(=O)ccc2c1)c1cccc(Cl)c1 | -5 | 1% | 8% | -9% | 4.4% | -6% | 3% | 0% | -6
CC(=O)N/C(=C/c1ccc(OS(=O)(=O)c2ccc(C)cc2)cc1)C(=O)NCCO | -6 | -5% | 6% | -22% | -2.7% | -6% | 3% | -5% | -3
O=C(c1cc(-c2ccncc2)nc2ccccc12)N1CCN(c2ccc(N3CCOCC3)nn2)CC1 | 3 | -4% | -1% | -6% | 0.1% | -5% | 6% | 0% | 8
COc1ccc(S(=O)(=O)N(C)C[C@H]2Oc3ncc(Br)cc3C(=O)N([C@@H](C)CO)C[C@@H]2C)cc1 | -2 | -3% | -9% | -26% | / | / | 0% | -6% | -2
Cc1ccc(S(=O)(=O)CCc2ccncc2)cc1 | -1 | 2% | 4% | -17% | 11% | -5% | 5% | 3% | 0
O=C(Cc1ccccc1)Nc1nonc1NC(=O)c1ccccc1 | -4 | -4% | 1% | -15% | -0.3% | -1% | 0% | 0% | 4
Cc1ccccc1C(O)c1cccnc1 (centres undefined) | -7 | -4% | -1% | -9% | 0.8% | -9% | 1% | -1% | -1

Individual results from the results shown:
GRP78 ERSR act with CC1CCCN(CC(O)CN2CCN(CC(O)CN3CCCC(C)C3)C(C)C2)C1 (centres undefined) = -1%
PI4K2A inh with COc1ccc(S(=O)(=O)N(C)C[C@H]2Oc3ncc(Br)cc3C(=O)N([C@@H](C)CO)C[C@@H]2C)cc1 = -2

(cont.)
SMILES | LDHA inh | GRP78 ERSR act | Vif-APOBEC3F blk | USP1 inh | RXFP1 ag | TrxR1 substrate | IDH1 R132H inh | Vif-APOBEC3G blk | PI4K2A inh
O=C(Nc1cccc(F)c1)c1ccc(S(=O)(=O)N2CCCC2)cc1 | -2 | -1% | 3% | -27% | -3.0% | -7% | 12% | -1% | -4
COc1cc2c(cc1N/C=C(\C#N)c1nc(-c3ccccc3)cs1)oc1ccccc12 | -6 | -2% | 3% | -18% | 26% | 4%[57.1 µM] | 6% | 0% | 0
Nc1nc(CSc2nnnn2-c2ccc(F)c(Cl)c2)nc(N2CCOCC2)n1 | -5 | -8% | -2% | -6% | / | -1% | 9% | -10% | 0
Cc1[nH]c2ccccc2c1C(=O)C(=O)N1CCN(C(=O)c2ccco2)CC1 | -3 | 1% | -9% | -14% | 1.5% | -2%[57.1 µM] | 7% | -4% | -5
CSc1ccc(CN(C)C(=O)COc2ccc(C(=O)c3ccccc3)cc2)cc1 | -2 | -5% | -2% | -23% | 2.0% | 5%[57.1 µM] | 1% | ? | -4
COC(=O)C[C@H](NC(=O)Cn1cnc2c(OCc3ccccc3)ncnc21)C(=O)OC | -7 | 4% | 7% | -24% | / | 12% | 14% | 4% | 0
COc1ccc(/C=N/NC(=O)c2ccccc2OC)cc1COc1ccc(C)cc1 | -8 | -3% | 4% | -8% | -2.7% | -2% | -5% | -9% | 2
CN(C)C(=O)c1cn(N(C)c2ncc(C(F)(F)F)cc2Cl)c(=O)c2ccccc12 | -2 | -1% | 3% | -9% | 0.2% | 2% | 3% | -12% | 3
CC(=O)Nc1ccc(S(=O)(=O)N2CCC(=O)Nc3ccccc32)cc1 | -5 | -4% | 0% | -17% | -0.2% | -2% | 0% | 9% | 0
COc1cc(-c2nc(C(F)(F)F)c(OC)o2)cc(OC)c1OC | -1 | -2% | -22% | 4% | 1.5% | 24% | 5% | 1% | -6
O=C(NCc1ccc(F)cc1)c1cnc(-c2ccccn2)nc1C(F)(F)F | 2 | 4% | / | -10% | 2.2% | 13% | 6% | 0% | -1
CC1CCCCC1NC(=O)CN1CCC(NC(=O)C(C)(C)C)CC1 (centres undefined) | 1 | -2% | -3% | -13% | / | / | -1% | 0% | -7
OCCN(Cc1nc(-c2ccc3c(c2)OCO3)no1)Cc1cccs1 | -11 | 2% | 3% | -4% | 2.4% | -7% | 2% | 0% | 1
O=Cc1ccc(OCC(=O)NC(=O)NC2CCCCC2)cc1 | 0 | -3% | 3% | -9% | -0.1% | -2%[57.1 µM] | 5% | 1% | 5
O=c1c2sc3nc(N4CCOCC4)c4c(c3c2ncn1C(c1ccccc1)c1ccccc1)CCCC4 | -1 | -4% | 7% | -18% | / | 5% | 2% | -2% | -2

Only part of the results is shown. The share of hits here may be higher or lower than overall.
